NCI-60 one-dose screen, 48 h, at 10 µM unless noted. Numbers give growth in % (100 = growth as untreated, 0 = no growth, -100 = all killed).
HCT-116 = HCT-116 colon cancer; actives 7.3% (n = 82,000); AID 1794798
KM12 = KM12 colon cancer cells; actives 5% (n = 82,000); AID 1794800
SNB-75 = SNB-75 CNS cancer | AID 1794750 | actives 5% (n = 79,000)
HCC-2998 = HCC-2998 colon cancer; actives 4.7% (n = 79,000); AID 1794799
COLO 205 = COLO 205 colon cancer; actives 7.3% (n = 79,000); AID 1794742
HCT-15 = HCT-15 colon cancer; actives 5.2% (n = 82,000); AID 1794746
HT29 = HT29 colon cancer; actives 7.4% (n = 81,000)
NCI-H322M = NCI-H322M lung cancer; actives 2.7% (n = 80,000); AID 1794733
SW-620 = SW-620 colon cancer | actives 5.2% (n = 82,000) | AID 1794795
* = called active by the depositor; x = no result given; & = joins results of further samples. The calls were made as follows: active = growth percent below 10; inactive = the rest. Only part of the results is shown. The share of hits here may be higher or lower than overall.

entry	SMILES	HCT-116	KM12	SNB-75	HCC-2998	COLO 205
1	CC(=O)Nc1ccc(NC(=O)c2ccc([As](O)O)cc2)cc1	101	124	89	112	108
2	Cc1cc(C)c2c(c1)NP(=S)(c1ccccc1)N2 (stereo not drawn)	97	120	97	101	104
3	CC(C)(C)c1ccc(O)c(C[N+](C)(C)C)c1	99	95	93	99	113
4	CC1(C)CN=C(NN=C(/C=C/c2ccc(C(F)(F)F)cc2)/C=C/c2ccc(C(F)(F)F)cc2)NC1	-86*	-87*	-89*	x	-92*
5	CCCCNc1nc2c(s1)C1=CC[C@@H]3[C@H](CC[C@]4(C)C(=O)CC[C@@H]34)[C@@]1(C)CC2	92	104	98	90	111
6	c1cnc2[nH]cc(-c3csc(-c4cn(CCCCN5CCCCC5)c5ccccc45)n3)c2c1	82	86	70	96	6.5*
7	CCOC(=O)CC1Oc2ccc3c(c2NC1=O)c(C(=O)OCC)c(C)n3Cc1ccccc1 (stereo not drawn)	56	91	73	90	89
8	COc1ccc(-c2nc3c(s2)CC[C@@]2(C)C3=CC[C@@H]3[C@@H]2CC[C@]2(C)C(=O)CC[C@@H]32)cc1	96	98	103	97	105
9	COc1cc2c(cc1OC)CC(C)NC2 (stereo not drawn)	94	110	110	106	111
10	NC(=NC1CCCCC1)NC(=O)NC1CCCCC1	85	104	86	100	104

entry	HCT-15	HT29	NCI-H322M	SW-620
1	85	112	118	88
2	103	98	102	104
3	105	101	106	95
4	-72*	-83*	31	-53*
5	101	101	108	108
6	51	34	87	77
7	80	75	101	84
8	91	100	102	101
9	108	95	106	105
10	103	89	104	99

Continuation:
entry	SMILES	HCT-116	KM12	SNB-75	HCC-2998	COLO 205
11	O=c1cc[nH]c(=O)o1	98	103	85	116	104
12	C[C@@H](CO)NC(=O)C1C=C2c3cccc4[nH]cc(c34)C[C@H]2N(C)C1 (stereo partly drawn)	104	107	86	107	115
13	CCCCN1CCCC[C@@H]1C(=O)N[C@H](C(=O)N(C)[C@H](C[C@@H](OC(C)=O)c1nc(C(=O)NC2CCC(C(=O)OC)CC2)cs1)C(C)C)C(C)C (stereo partly drawn)	14	25	-5.0*	68	7.6*
14	O=C(O)c1cc(Cl)ccc1Cl	107	108	83	107	124
15	CC[N+](CC)(CC)CCC(C(N)=O)(c1ccccc1)c1ccccc1	105	106	102	102	107
16	O=C1NP(=O)(Cc2nc3ccccc3c(=O)[nH]2)Nc2ccccc21 (stereo not drawn)	100	104	92	96	102
17	O=C(COc1ccc([N+](=O)[O-])cc1)Nc1cccc(S(=O)(=O)F)c1	85	101	84	108	96
18	CN1C(=O)C(=Cc2cn(C[C@@H](O)Cn3c4ccccc4c(=O)c4ccccc43)c3ccccc23)C(=O)N(C)C1=O	68	99	74	96	91
19	CC(CC#N)N1CC1 (stereo not drawn)	100	110	84	116	118
20	COC1=CC(=O)O[C@@H](CCc2ccc3c(c2)OCO3)C1	106	105	102	115	130

entry	HCT-15	HT29	NCI-H322M	SW-620
11	104	96	105	107
12	109	103	106	110
13	31	15	41	19
14	107	x	111	100
15	100	108	99	99
16	101	107	98	103
17	x	91	90	99
18	94	94	82	85
19	105	103	114	108
20	99	115	126	101

Following part.
entry	SMILES	HCT-116	KM12	SNB-75	HCC-2998	COLO 205
21	CN(C)C1C(=O)C(C(N)=O)=C(O)C2(O)C(=O)C3=C(O)c4c(O)cccc4C(C)(O)C3CC12.[Cl][Sb]([Cl])[Cl] (stereo not drawn)	12	46	x	40	97
22	CCC1(Cc2ccccc2)C(=O)NC(=S)N(C)C1=O (stereo not drawn)	110	109	97	111	117
23	NNP(=O)(c1ccccc1)c1ccccc1	99	110	94	86	119
24	C=CC(=O)OCCN(C)C	106	112	95	101	115
25	CC12CCC3c4ccc(OP(=O)(N5CC5)N5CC5)cc4CCC3C1CCC2=O (stereo not drawn)	102	110	91	106	130
26	CCC(C)(C)c1ccc(O)cc1	114&92	108&100	101&94	121	104&101
27	CN=C(NN)NN	109	108	98	103	129
28	C[C@]12CC[C@H]3[C@@H](CC=C4c5nc(-c6ccc(F)cc6)sc5CC[C@@]43C)[C@@H]1CC[C@@H]2O	98	114	96	120	119
29	N#CC(c1ccccc1)c1ccccc1	102	102	88	102	117
30	CSP(=S)(SC(C)C)SC(C)C	92	106	110	104	106

entry	HCT-15	HT29	NCI-H322M	SW-620
21	27	39	46	35
22	102	104	x	104
23	97	121	102	99
24	98	94	107	108
25	104	95	105	109
26	105&104	107&99	96&90	104&97
27	104	106	114	107
28	85	111	97	105
29	112	101	126	105
30	108	97	104	96

Other results follow:
entry	SMILES	HCT-116	KM12	SNB-75	HCC-2998	COLO 205
31	CC(=O)Nc1ccc(S(=O)(=O)F)cc1Cl	84	105	74	106	x
32	CC(C)(Br)C(=O)C(C)(C)Br	110	113	82	108	116
33	COc1ccc(/C=C\c2cc(OC)c(OC)c(OC)c2)c(NS(=O)(=O)c2ccc(Cl)cc2)c1O	6.8*	1.2*	19	13	21
34	C1CCC2C(C1)NC1CCCCC12 (stereo not drawn)	101	99	90	115	99
35	COc1ccc(C(O)(c2ccccc2)c2ccncc2)cc1 (stereo not drawn)	67	100	96	95	91
36	COc1cc[c]([Hg][Cl])cc1	48	102	50	89	x
37	O=C([Se]C1C=CCCC1)c1ccc(C(=O)[Se]C2C=CCCC2)s1 (stereo not drawn)	-43*	-65*	-78*	-68*	-96*
38	N#C[Se]CCOC(=O)CCCCC1SCC2NC(=O)NC21 (stereo not drawn)	93	96	95	96	106
39	CC1(C)N=C(N)N=C(N)N1c1ccc(CCNS(=O)(=O)c2ccc(S(=O)(=O)F)cc2)cc1	105	105	79	109	96
40	Nc1nc(N)c(-c2ccc(Cl)cc2)c(COc2ccc(NC(=O)c3cccc(S(=O)(=O)F)c3)cc2)n1	96	102	75	109	111

entry	HCT-15	HT29	NCI-H322M	SW-620
31	107	96	90	105
32	99	101	98	105
33	13	17	41	27
34	110	118	101	103
35	91	93	x	108
36	-43*	49	99	19
37	-25*	-26*	-28*	x
38	109	106	102	98
39	108	109	103	108
40	87	98	97	99

More results:
entry	SMILES	HCT-116	KM12	SNB-75	HCC-2998	COLO 205
41	CC(C)CCC(=O)O[C@H]1CC[C@H]2[C@@H]3CCC4=CC(=O)CC[C@]4(C)[C@H]3CC[C@]12C	100	95	83	105	106
42	O=[N+]([O-])c1ccccc1O	103	103	x	107	113
43	COc1cccc(/C=C/[N+](=O)[O-])c1	-61*	16	68	-88*	20
44	CN[C@@H](C)[C@@H](O)c1ccccc1	110	119	121	103	107
45	CCOC(=O)C(C(C)=O)c1ccccc1 (stereo not drawn)	107	106	75	117	140
46	CC(C)N(CCC(C(N)=O)(c1ccccc1)c1ccccc1)C(C)C	102	103	81	94	103
47	O=C(/C=C/c1ccccc1)NCCc1cnc[nH]1	99	101	103	103	107
48	S=c1nc2[se]c3c(c2c(Nc2ccc(Cl)cc2)[nH]1)CCCCC3	101	95	85	105	107
49	Cc1ccc(S(=O)(=O)n2cc(C=C3C(=O)N(C)C(=O)N(C)C3=O)c3ccccc32)cc1	91	102	74	96	113
50	O=C(OCCN1CCCCC1)C(O)(c1ccccc1)c1ccccc1	100	98	96	103	103

entry	HCT-15	HT29	NCI-H322M	SW-620
41	97	106	93	95
42	x	101	116	99
43	-9.6*	-49*	89	78
44	99	107	x	109
45	107	115	99	102
46	100	106	98	110
47	108	105	108	111
48	96	112	113	99
49	95	100	92	97
50	101	93	x	104

3 compounds from above, arranged by formula weight, descending.
entry	SMILES	HCT-116	KM12	SNB-75	HCC-2998	COLO 205
41	CC(C)CCC(=O)O[C@H]1CC[C@H]2[C@@H]3CCC4=CC(=O)CC[C@]4(C)[C@H]3CC[C@]12C	100	95	83	105	106
12	C[C@@H](CO)NC(=O)C1C=C2c3cccc4[nH]cc(c34)C[C@H]2N(C)C1 (stereo partly drawn)	104	107	86	107	115
27	CN=C(NN)NN	109	108	98	103	129

entry	HCT-15	HT29	NCI-H322M	SW-620
41	97	106	93	95
12	109	103	106	110
27	104	106	114	107

Continuation.
entry	SMILES	HCT-116	KM12	SNB-75	HCC-2998	COLO 205
51	CC(=O)OC1CN2CCC1CC2 (stereo not drawn)	103	103	103	105	110
52	COC(=O)[C@H]1CN(C)[C@@H]2Cc3c[nH]c4cccc(c34)[C@]23C[C@H]13	99	104	90	97	111
53	Cc1cc(NC(=O)NCCOc2ccc(N3C(N)=NC(N)=NC3(C)C)cc2Cl)ccc1S(=O)(=O)F	14	20	71	47	35
54	CCC(C)P(=O)(N1CC1C)N1CC1C (stereo not drawn)	96	103	111	97	104
55	CC(OC(=O)CCl)C(=O)O (stereo not drawn)	102	103	89	101	117
56	O=C(NCCF)NCCCl	99	106	95	108	106
57	CCC1C(=O)NC(=O)N(c2ccccc2)C1=O (stereo not drawn)	106	99	100	104	112
58	O=c1s[se]c2ccccc12	113	105	91	110	103
59	N#CC(C#N)=C(C#N)C#N	102	108	88	110	114
60	O=[N+]([O-])c1cc([N+](=O)[O-])c(Nn2c3ccccc3c3ccccc32)c([N+](=O)[O-])c1	-10*	4.3*	-20*	1.5*	-65*

entry	HCT-15	HT29	NCI-H322M	SW-620
51	102	96	98	108
52	132	122	105	100
53	92	9.6*	43	23
54	93	131	123	101
55	101	104	101	96
56	103	101	88	99
57	98	106	121	97
58	101	105	97	101
59	98	110	103	104
60	2.8*	-4.7*	2.3*	11

The list goes on:
entry	SMILES	HCT-116	KM12	SNB-75	HCC-2998	COLO 205
61	O=c1cccc2n1C[C@H]1CNCC2C1	76	77	35	67	80
62	CCCCCCCNC(=O)CI	94	97	91	104	107
63	C[C@]12CC[C@H]3[C@@H](CCC4=CC(=O)CC[C@@H]43)[C@@H]1CC[C@@H]2OC(=O)N(CCCl)N=O	52	28	50	58	59
64	Cc1cc(C(C)(C)C)ccc1O	96	103	102	106	107
65	CCC1(Br)C(=O)NC(=O)NC1=O	106	103	93	104	111
66	C/C(=N/OC(=O)N(C)C)c1cc(Cl)ccc1Cl	101	106	82	102	100
67	Cc1ccc(-c2nc3ccc(Cl)cc3c(=O)n2-c2ccccn2)cc1	98	89	77	108	113
68	O=C1NC(=O)C(Nc2ccccc2)C(=O)N1	105	110	93	107	112
69	CN1C2CNC(=O)CC1C1CCC2C1 (stereo not drawn)	111	100	106	113	109
70	COc1cc2c(cc1OC)[C@@]13CCN4CC5=CCOC6CC(=O)N2C1[C@H]6[C@H]5C[C@H]43 (stereo partly drawn)	106	99	111	103	112
71	O=C(/C=C/c1ccc([N+](=O)[O-])cc1)c1nc2ccccc2n1Cc1ccc(Br)cc1	94	101	83	102	114
72	CC1=C(C)C(=O)O[C@@H]([C@](C)(O)[C@]2(O)CC[C@@]3(O)[C@@H]4C[C@H]5O[C@]56CC=CC(=O)[C@]6(C)[C@H]4CC[C@]23C)C1	-4.2*	-24*	-11*	-70*	-83*
73	COC1=CC(=O)O[C@@H](CCc2ccccc2)C1	100	111	126	112	120

entry	HCT-15	HT29	NCI-H322M	SW-620
61	64	55	48	74
62	103	103	101	85
63	67	59	46	52
64	109	106	104	108
65	99	97	121	104
66	100	100	x	101
67	86	87	96	95
68	112	113	116	115
69	106	107	109	112
70	108	104	99	92
71	92	108	98	x
72	-1.0*	1.7*	-15*	-37*
73	102	126	124	112

As a working copy, three of the compounds above:
entry	SMILES	HCT-116	KM12	SNB-75	HCC-2998	COLO 205
17	O=C(COc1ccc([N+](=O)[O-])cc1)Nc1cccc(S(=O)(=O)F)c1	85	101	84	108	96
18	CN1C(=O)C(=Cc2cn(C[C@@H](O)Cn3c4ccccc4c(=O)c4ccccc43)c3ccccc23)C(=O)N(C)C1=O	68	99	74	96	91
19	CC(CC#N)N1CC1 (stereo not drawn)	100	110	84	116	118

entry	HCT-15	HT29	NCI-H322M	SW-620
17	x	91	90	99
18	94	94	82	85
19	105	103	114	108
